Screening results as filed in PubChem BioAssay.
CD40 NFkB inh – CD40 pathway inhibition in BL2 cells; AID 1053188; inhibition, % at 10 µM; 83,000 compounds, 0.94% hits; BL2 NF-kB luciferase reporter, CD40L-induced, 4 h;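 active = mean inhibition of at least 50% with a set share of replicates also reaching that level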;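 note: 0% = neutral control wells and 100% = IKK inhibitor VII at 50 µM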
Starred values were filed as active, the others as inactive; & = joins results of further samples; [ ] = another dose, or the depositor's remark.

SMILES	CD40 NFkB inh
O=C(Oc1ccc(-c2csnn2)cc1)c1cccs1	-40
O=C(Nc1ccc2c(c1)Cc1ccccc1-2)c1ccncc1	-56
COc1ccc(CC(N)c2csc(NC(=O)c3ccccc3)n2)cc1 (stereo unspecified)	3
COc1ccc(NC(=O)N[C@H]2CC[C@H](CCNC(=O)CN3CCOCC3)O[C@@H]2CO)cc1	4[25 µM]
CCOc1ccc(C(=O)NCC2CCCO2)cc1OCC (stereo unspecified)	11
O=C(Cc1c(F)cccc1Cl)NNC(=O)c1ccco1	3
O=C(Nc1cccc(S(=O)(=O)NC2=NCCC2)c1)c1ccccc1	4
CCNC(=O)C[C@@H]1CC[C@@H]2[C@H](COC[C@@H](O)CN2C(=O)C2CCCC2)O1	-3[25 µM]
Cc1ccccc1-c1ccc(C2[C@@H]3CN(Cc4ccc5c(c4)OCO5)C[C@H]2N3)cc1 (stereo partly specified)	9&-1[25 µM]
CNC(=O)OCCSCCS(=O)(=O)c1ccc(Cl)cc1	4
O=C(CCC(=O)N1CCN(S(=O)(=O)c2ccccc2)CC1)c1ccc(Br)cc1	11
CCN(CC)CCNC(=O)c1ccc(NC(=O)c2c(F)cccc2Cl)cc1	2
CN(CCOc1ccc(Cl)cc1)C(=O)c1cccc(S(=O)(=O)N2CCN(Cc3ccccc3)CC2)c1	9
CC(=O)c1cccc(NC(=O)c2ccc3c(c2)OCO3)c1	-11
Cc1ccc(OCC(=O)Nc2ccc(S(=O)(=O)Nc3cc(C)nc(C)n3)cc2)c(C)c1	-1
CN(CC(=O)Nc1ccc(F)c(F)c1F)c1ncnc2sccc12	3
COc1ccc(NC(=O)CN(C)C(=O)c2cccc(S(=O)(=O)N3CCN(c4ccc(F)cc4)CC3)c2)cc1	12
O=C1CCc2cc(S(=O)(=O)NCCC(=O)NC3CCCCC3)ccc2N1	1
Cc1ccc(C(=O)N(CC#N)CC#N)cc1C	1
O=C(NNC(=O)c1ccncc1)Nc1ccc(N=Nc2ccccc2)cc1	-55
CC(=O)Oc1ccc2nc(-c3cccs3)oc(=O)c2c1	-17
COCC(=O)N1CCCCN2[C@H](CO)[C@H](c3ccc(C#Cc4cccnc4)cc3)[C@@H]2C1	0[25 µM]
C[C@H](NC(=O)C[C@H]1CC[C@@H]2[C@H](COC[C@@H](O)CN2Cc2ccc(C(F)(F)F)cc2)O1)c1ccccc1	8[25 µM]
O=C(O)CCN1C(=O)NC2(CCCC2)C1=O	6
NC(=O)c1oc2ccccc2c1NC(=O)Cc1ccccc1	3
O=C1CCCN1CCCNCC(=O)N1c2ccccc2Sc2ccccc21	18
NC(=O)C1CCN(C(=O)c2ccc(NC3=NC4CS(=O)(=O)CC4S3)cc2)CC1 (stereo unspecified)	0
CCOC(=O)c1c(C)[nH]c(C(=O)OCC(=O)NC(C)(C)C)c1C	-5
COc1ccccc1OCCC(=O)OCC(=O)Nc1ccc2c(c1)OCCO2	-2
O=C(NCc1ccncc1)c1ccc(NS(=O)(=O)c2cccc([N+](=O)[O-])c2)cc1	8
Cc1ccc(NC(=O)COC(=O)Cc2csc(-c3cccc(F)c3)n2)cc1C	3
CN(Cc1ccccc1)S(=O)(=O)c1cn(C)cn1	9
O=C(NCC(c1ccco1)N1CCOCC1)c1cccc(Cl)c1 (stereo unspecified)	6
Cn1c(=O)n(C/C=C/c2ccccc2)c(=O)c2c1nc1n2CCCN1Cc1ccccc1	6
O=C(CCc1nc(-c2ccccc2)no1)N1CCCC1	-44
Cc1ccc(-c2csc(-c3cc(C)on3)n2)cc1	-63
COc1ccccc1N(C)S(=O)(=O)c1ccc(C(=O)NC2=NCCS2)cc1	-1
Nn1c(SCc2nc3ccccn3c2Br)nnc1-c1cccnc1	8
O=C(C[C@H]1CC[C@@H]2[C@H](COC[C@H](O)CN2C(=O)Nc2ccccc2)O1)NCc1ccccc1F	2[25 µM]
CC(C)(C)N(Cc1ccccc1)C(=O)c1ccc(Br)o1	9
Cc1cc[n+](CC(=O)c2ccc(NC(=O)c3ccccc3)cc2)c2ccccc12	15
CC(C)CN1C(=O)c2ccccc2C1(O)Cc1ccccc1 (stereo unspecified)	4
CC(=O)N1CC2(C1)[C@@H](c1ccc(-c3ccc(F)cc3)cc1)[C@@H](CO)N2CC1CC1	1[25 µM]
CCOC(=O)N1CCN(C(=O)c2ccc3[nH]c(C)c(C)c3c2)CC1	6
O=C(Nc1nnc(C2CC2)s1)c1ccncc1	-12
Cc1cnc(C(=O)OCC(=O)N2CCN(S(=O)(=O)c3ccc(Cl)cc3)CC2)cn1	-8
Cc1nn2cc(-c3ccc(-c4ccccc4)cc3)nc2s1	-94
Cc1noc(C)c1CSc1nnc2sc3ccccc3n12	5
Cc1ccc(NC(=O)COC(=O)CCc2ccccc2)cc1S(=O)(=O)N1CCOCC1	8
CCS(=O)(=O)c1ccc(O)c(NC(=O)CCCC(=O)O)c1	9
COc1ccc2c3c(n(C)c2c1)[C@@H](CO)N(C)CC31CN(CC2CC2)C1	-5[25 µM]
CO[C@@H]1CN(C)C(=O)c2cc(NC(=O)C3CCOCC3)ccc2OC[C@@H](C)N(CC2CC2)C[C@@H]1C	-3
CCCC#Cc1cnc2c(c1)C(=O)N([C@H](C)CO)C[C@H](C)[C@@H](CN(C)C(=O)Cc1ccncc1)O2	-2[25 µM]
Cc1n[nH]c(=O)c2c(NC(=O)COC(=O)COc3cccc(Br)c3)oc(C)c12	5
Cc1ccc(S(=O)(=O)N2CCOCC2)cc1C(=O)Nc1ccncc1	-24
NC(=NC1CCCCC1)c1ccc([N+](=O)[O-])cc1	4
NCCc1ccc(O)c(O)c1	-11
O=C(Cc1ccccn1)N[C@@H]1CC[C@H](CCNS(=O)(=O)c2cccc(F)c2)O[C@H]1CO	6[25 µM]
COc1ccccc1N1CCN(Cc2ccsc2)CC1	8
O=C(c1ccccc1)c1cn[nH]c1-c1ccccc1O	-22
Additional compounds:
SMILES	CD40 NFkB inh
N#C[C@H]1[C@@H](c2ccc(C3=CCCCC3)cc2)[C@H](CO)N1C(=O)NC1CCCCC1	-8
CC(Oc1ccccc1)C(=O)N1CCN(c2ccc(N3CCOCC3)nn2)CC1 (stereo unspecified)	12
CCn1c(O)c(/C=C2\C=Nc3ccccc32)sc1=O	-103
Cc1cc(C)c(S(=O)(=O)N2CCOCC2)cc1NS(=O)(=O)c1cc(OCC(N)=O)c(C)cc1Cl	-1
O=C(CN1CCN(S(=O)(=O)c2ccccc2)CC1)NC(=O)NC1CCCCC1	4
Nc1cc(C(=O)OCC(=O)NNC(=O)c2ccccc2)ccc1Cl	0
O=C(NCc1ccco1)c1cccc(NS(=O)(=O)c2ccccc2F)c1	9
CCn1c(SCc2nc3ccccc3c(=O)[nH]2)nnc1-c1cccnc1	2
N#C[C@@H]1[C@H](c2ccccc2C2=CCCC2)[C@@H](CO)N1C(=O)C1CCCC1	3[25 µM]
CC(C)NCC(O)COc1ccc(CC(N)=O)cc1 (stereo unspecified)	13
Cc1ccnc2nc(C(=O)Nc3ccc(N4CCOCC4)cc3)nn12	-28
CCOC(=O)C1=C(COC(=O)c2ccc(OC(C)C)cc2)NC(=O)NC1C (stereo unspecified)	1
Cc1ccc(-c2ccc([C@H]3[C@H](CO)N4C(=O)CN(C(=O)NC(C)C)C[C@@H]34)cc2)cc1	-14[25 µM]
O=C(Nc1ccc(N2CCOCC2)cc1)c1cccc(-n2cnnc2)c1	5
CSCCC(NC(=O)OC(C)(C)C)C(=O)Oc1ccc2c(=O)c(-c3ccc4c(c3)OCCO4)coc2c1 (stereo unspecified)	-3
N#C[C@@H]1[C@H](c2ccccc2-c2cccc(F)c2)[C@H](CO)N1C(=O)NC1CCCC1	15
O=C(Nc1cccc(NC(=O)c2nccc3ccccc23)c1)c1ccco1	-55
COc1ccc(NC(=O)N2CCC(c3ccccc3)C2)c(OC)c1 (stereo unspecified)	-1
O=C(CNS(=O)(=O)c1ccc2ccccc2c1)Nc1ccc(F)c(F)c1F	-1
COc1ccc(C2Oc3ccccc3N2C(C)=O)cc1 (stereo unspecified)	-7
CCc1ccc(OC(=O)Cc2ccc(OC)c(S(=O)(=O)N3CCOCC3)c2)cc1	-5
Cn1cc(CN2CCC(C(O)c3cccs3)CC2)c(-c2cccc(Cl)c2)n1 (stereo unspecified)	2
CCCCn1c(N)c(N(CCOC)C(=O)COC(=O)c2cc(CCC)c(C)s2)c(=O)[nH]c1=O	14
COc1ccc(NS(=O)(=O)c2cccc(C(=O)NCCCN3CCCC3=O)c2)cc1	-1
CCN1CCCC1CNC(=O)c1cc2c(=O)n(C)c3ccccc3c2n1C (stereo unspecified)	-9
COc1ccc(NC(=O)c2ccc(=O)[nH]c2)cc1S(=O)(=O)N1CCOCC1	-18
COc1cc2c(cc1OC)C(O)=CC(=O)C2=O	11
CC1(C)NC(=O)N(CC(=O)OCC(=O)Nc2c(Br)cc([N+](=O)[O-])cc2Br)C1=O	6
Cc1ccc(CNC(=O)C2CCCN(S(=O)(=O)N3CCC(C)CC3)C2)cc1 (stereo unspecified)	9
O=C(CNC(=O)c1cccs1)OCC(=O)c1ccccc1	5
Nc1nnc(-c2cccnc2)s1	3
CCOC(=O)C1CCN(C(=O)COC(=O)c2cccc(F)c2)CC1	-42
O=C(CCc1nnc2ccc(N3CCC4(CC3)OCCO4)nn12)N1CCCCC1	8
COc1cccc(N(C(=O)c2nc3nccc(C)n3n2)c2nc3ccccc3s2)c1	-107
N#CCSc1nc(Nc2ccc3c(c2)OCO3)c2ccccc2n1	24
CC(=O)N(C)C[C@H]1[C@H](c2ccc(-c3ccccc3)cc2)[C@@H](CO)N1C(=O)C1CC1	-17[25 µM]
O=C(Nc1ccc2c(c1)OCCO2)c1cccnc1Oc1ccccc1	-7
CC(C)NC(=O)N1C[C@H]2[C@@H](c3ccccc31)[C@H](CO)N2Cc1ccccn1	-14[25 µM]
CCN(CC(=O)Nc1c(F)cccc1F)C(=O)c1nc2nc(C)cc(C)n2n1	9
Cc1cc(Br)cn2cc(C(=O)O)nc12	12
C[C@H](CO)N1C[C@H](C)[C@@H](CN(C)C(=O)Nc2ccc(C(C)(C)C)cc2)OCc2cnnn2CCCC1=O	-8
O=C(c1ccc(N2CCCC2=O)cc1)N1CCN(c2cccc(C(F)(F)F)c2)CC1	5
COc1ccc(Cl)cc1N(CC(=O)NCc1ccccn1)S(=O)(=O)c1ccc(C)cc1	4
CC=Cc1ccc2n(c1=O)C[C@@H]1[C@@H](CO)[C@H](C(=O)NCCc3cn(C)cn3)[C@H]2N1C(=O)CC1CC1 (mixture of isomers)	-6[25 µM]
O=C(NCCc1ccncc1)C12CC3CC(CC(C3)C1)C2	9
O=S(=O)(NNc1ncc(C(F)(F)F)cc1Cl)c1ccccc1	-3
COCCNC(=O)C(=O)NCCN1CCNCC1	-6
O=C(Nc1ccc(F)cc1F)c1csc(-c2ccncc2)n1	-33
COc1cc([N+](=O)[O-])ccc1NC(=O)CC(C)C	4
COc1cccc(-c2ccc3c(c2)[C@H]2[C@H](CCN2C(=O)NC2CCCCC2)[C@@H](CO)N3C)c1	14
COc1cccc(NC(=O)CSc2nc(=O)n(Cc3ccncc3)c3c2CCCC3)c1	2
c1ccc(-c2csc3ncnc(NCC4COc5ccccc5O4)c23)cc1 (stereo unspecified)	33
CCOC(=O)N1CCC(n2c(SCC(=O)NCCc3ccc(S(N)(=O)=O)cc3)nc3ccccc3c2=O)CC1	-4
O=C(C[C@H]1CC[C@H]2[C@@H](COC[C@@H](O)CN2C(=O)Nc2ccccc2)O1)NCc1ccccc1F	0[25 µM]
C[C@@H]1CN([C@@H](C)CO)C(=O)CCCn2nncc2CO[C@H]1CN(C)C(=O)c1cc(-c2ccccc2)on1	-4[25 µM]
C[C@@H]1CN([C@H](C)CO)C(=O)c2cc(NS(=O)(=O)c3ccc(Cl)cc3)ccc2O[C@@H]1CN(C)Cc1ccc(-c2ccccc2)cc1	44
CCn1cc(CN2CCc3c([nH]c4ccccc34)C2c2cccc(O)c2)c(C)n1 (stereo unspecified)	2
CSCCC(NC(=O)c1cccc(C)c1)C(=O)O (stereo unspecified)	7
CCC(=O)N1CC(=O)N2[C@H](CO)[C@H](c3ccc(C#CCC(C)C)cc3)[C@@H]2C1	1[25 µM]
Cc1ccc(S(=O)(=O)N(C)C[C@H]2Oc3cc(-c4cccc(F)c4)ccc3S(=O)(=O)N([C@@H](C)CO)C[C@@H]2C)cc1	2[25 µM]
O=S(c1ccccc1O)S(=O)c1ccccc1O (stereo unspecified)	82*
O=C(NC1CCN(Cc2ccccc2)C1)c1cccc(S(=O)(=O)N2CCOCC2)c1 (stereo unspecified)	1

A draw from above in order of SMILES length, smallest number first.
SMILES	CD40 NFkB inh
NCCc1ccc(O)c(O)c1	-11
CSCCC(NC(=O)c1cccc(C)c1)C(=O)O (stereo unspecified)	7
Cc1ccc(-c2csc(-c3cc(C)on3)n2)cc1	-63
O=C(Cc1c(F)cccc1Cl)NNC(=O)c1ccco1	3
CCn1c(O)c(/C=C2\C=Nc3ccccc32)sc1=O	-103
COc1cc([N+](=O)[O-])ccc1NC(=O)CC(C)C	4
N#CCSc1nc(Nc2ccc3c(c2)OCO3)c2ccccc2n1	24
O=S(=O)(NNc1ncc(C(F)(F)F)cc1Cl)c1ccccc1	-3
COc1ccccc1OCCC(=O)OCC(=O)Nc1ccc2c(c1)OCCO2	-2
CCOC(=O)N1CCN(C(=O)c2ccc3[nH]c(C)c(C)c3c2)CC1	6
CCn1cc(CN2CCc3c([nH]c4ccccc34)C2c2cccc(O)c2)c(C)n1 (stereo unspecified)	2
Cn1c(=O)n(C/C=C/c2ccccc2)c(=O)c2c1nc1n2CCCN1Cc1ccccc1	6
Cc1ccc(OCC(=O)Nc2ccc(S(=O)(=O)Nc3cc(C)nc(C)n3)cc2)c(C)c1	-1
CC(C)NC(=O)N1C[C@H]2[C@@H](c3ccccc31)[C@H](CO)N2Cc1ccccn1	-14[25 µM]
CCC(=O)N1CC(=O)N2[C@H](CO)[C@H](c3ccc(C#CCC(C)C)cc3)[C@@H]2C1	1[25 µM]
COc1ccc(NC(=O)CN(C)C(=O)c2cccc(S(=O)(=O)N3CCN(c4ccc(F)cc4)CC3)c2)cc1	12
C[C@H](NC(=O)C[C@H]1CC[C@@H]2[C@H](COC[C@@H](O)CN2Cc2ccc(C(F)(F)F)cc2)O1)c1ccccc1	8[25 µM]

These rows are one share of the data; the hit share may differ from the screen's.
